Assay outcomes (PubChem)
BoNT-F LC inh = BoNT F light chain protease inhibition; 0.22% of 360,000 active; Multiplex microsphere protease cleavage assay, flow cytometry; inhibition, % at 10 µM; in the data active = inhibition above about 35%, passing the limit was not always enough; inconclusive = no clear call, values can overlap the other calls; note: plate controls were buffer without enzyme for full effect and enzyme alone for no effect
GDH-TPI inh = counter-screen for M. tuberculosis FBA inhibitors: GDH-TPI coupled enzymes. inhibition, % at 4.8 µM. AID 588335. GDH-TPI coupled enzyme counterscreen, NADH absorbance. 1.2% of 360,000 active;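 note: 0% = DMSO wells and 100% = wells lacking the enzyme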
PrPC TRFRET = reduces human prion protein on the cell surface; cell surface PrPC, TR-FRET read-out; inhibition, % at 13.8 µM; 0.43% of 370,000 active; in the data active = inhibition above about 24%; note: 0% = median of the test wells and 100% = reference compound wells
CCHFV vOTU inh = blocks the CCHF virus ovarian tumor domain protease; 0.55% of 370,000 active; inhibition, % at 11.5 µM; CCHFV vOTU protease, Pep-AMC fluorescence; note: 0% = vehicle wells with enzyme and 100% = no enzyme wells
BioA inh = BioA (M. tuberculosis) enzyme inhibition. inhibition, % at 9.99 µM. 0.096% of 360,000 active. AID 602481. purified M. tuberculosis BioA enzyme, plate reader; in the data active = inhibition above about 40%; inconclusive = no clear call, values can overlap the other calls
Mtb FBA inh = Mtb fructose-bisphosphate aldolase inhibition. P9WQA3. inhibition, % at 1 µM. 2.3% of 360,000 active. AID 588726. purified M. tuberculosis FBA, fluorescence read-out; in the data active = inhibition above about 27%;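 note: 0% = vehicle and 100% = reference inhibitor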
Target sequence (P9WQA3 whole entry, looked up): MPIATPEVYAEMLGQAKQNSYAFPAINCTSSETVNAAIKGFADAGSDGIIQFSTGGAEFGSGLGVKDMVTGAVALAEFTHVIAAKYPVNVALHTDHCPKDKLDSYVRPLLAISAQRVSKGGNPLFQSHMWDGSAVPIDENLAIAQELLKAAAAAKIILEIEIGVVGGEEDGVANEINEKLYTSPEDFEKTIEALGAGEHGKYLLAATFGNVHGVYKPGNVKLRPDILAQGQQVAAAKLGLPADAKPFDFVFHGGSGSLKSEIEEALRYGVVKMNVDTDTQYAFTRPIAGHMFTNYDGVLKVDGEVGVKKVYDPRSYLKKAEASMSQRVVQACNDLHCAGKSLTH
Mtb UGM inh = inhibitors of M. tuberculosis UDP-galactopyranose mutase. P9WIQ1. purified UGM, fluorescence polarization probe displacement. inhibition, % at 10 µM. 0.06% of 320,000 active; in the data active = inhibition above about 10%, passing the limit was not always enough; inconclusive = no clear call, values can overlap the other calls
Target sequence (P9WIQ1 whole entry, looked up): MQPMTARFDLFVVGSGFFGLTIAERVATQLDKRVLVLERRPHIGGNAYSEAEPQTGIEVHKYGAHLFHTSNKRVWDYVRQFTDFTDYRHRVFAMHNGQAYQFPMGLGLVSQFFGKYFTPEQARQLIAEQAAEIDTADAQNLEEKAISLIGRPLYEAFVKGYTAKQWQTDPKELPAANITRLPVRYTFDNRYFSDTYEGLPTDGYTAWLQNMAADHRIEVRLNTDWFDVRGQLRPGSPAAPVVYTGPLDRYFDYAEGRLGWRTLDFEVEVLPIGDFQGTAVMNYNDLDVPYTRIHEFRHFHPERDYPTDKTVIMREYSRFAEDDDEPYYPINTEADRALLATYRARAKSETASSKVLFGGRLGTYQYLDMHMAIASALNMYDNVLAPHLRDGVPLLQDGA
FadD28 FP inh = inhibitors of Mycobacterium tuberculosis FadD28 bisubstrate binding; 0.22% of 360,000 active; FadD28 bisubstrate probe binding, fluorescence polarization; inhibition, % at 12.5 µM; AID 588549; in the data active = inhibition above about 8.5%, passing the limit was not always enough; inconclusive = no clear call, values can overlap the other calls
BoNT A protease = inhibitors of Botulinum neurotoxin A light chain protease | 0.17% of 360,000 active | inhibition, % at 10 µM | AID 588499 | multiplex microsphere protease substrate cleavage, flow cytometry; in the data active = inhibition above about 30%; inconclusive = no clear call, values can overlap the other calls; note: plate controls were buffer without enzyme for full effect and enzyme alone for no effect
An asterisk follows results filed as active; ? = inconclusive; / = no result given. Cut-off read from the data, not from the text of the source, unless noted: active = inhibition above about 30%; inactive = the rest. Not a hit list. Share with any hit: about 4.8%.

SMILES	BoNT-F LC inh	GDH-TPI inh	PrPC TRFRET	CCHFV vOTU inh	BioA inh	Mtb FBA inh	Mtb UGM inh	FadD28 FP inh	BoNT A protease
COc1ccc(-c2cc3c(=O)n(CC(=O)NC4CCN(Cc5ccccc5)CC4)ncn3n2)cc1	4	5	-8	-6	-1.5	1	0.0	-2.4	-0.6
COCCCN=C1NN=C(c2cc(C)n(-c3ccccc3F)c2C)CS1	-9	13	2	7	/	5	1.7	-2.1	0.1
CS(=O)(=O)NN1C(=O)c2ccccc2NC1c1cccs1 (stereo not drawn)	-1	13	-1	-60	/	23	0.2	-1.2	-0.4
CCOC(=O)Nc1c(O)ccc2oc(C)c(-c3ccccc3)c12	-3	-2	-1	11	2.6	0	-1.4	-0.4	0.0
CCCCc1nc2cc(C(=O)NCCc3c(C)n[nH]c3C)ccc2o1	-2	8	4	3	-0.9	-1	-0.2	-0.2	-1.3
O=C(CCNC(=O)c1ccc(Br)cc1)NC1CCCCCC1	-4	17	3	37*	-1.0	6	1.4	-1.4	0.2
CC(C)CC(=O)NC(Nc1ccccc1F)C(Cl)(Cl)Cl (stereo not drawn)	0	17	-2	8	1.6	1	0.3	-1.7	-0.8
Cc1ccc(-n2c(=O)[nH]cc(C(=O)Nc3ccc4c(c3)OCO4)c2=O)cc1C	1	-2	5	0	-0.6	-1	-0.4	-4.7	-0.1
COc1ncccc1C(=O)N1CCCC(N2CCN(c3ccc(F)cc3)CC2)C1 (stereo not drawn)	-6	18	3	-8	-0.8	4	2.9	-1.2	-2.5
CSCCC1NC(=O)N(CC(=O)Nc2cccc3ccccc23)C1=O (stereo not drawn)	10	-2	5	16	8.1	1	0.3	0.0	-1.3
Cn1ccnc1Sc1ccccc1[N+](=O)[O-]	3	1	0	9	/	-2	1.0	-1.7	-1.4
O=C(COc1ccccc1)N(Cc1cc2ccccc2[nH]c1=O)CC1CCCO1 (stereo not drawn)	-11	2	6	27	/	0	0.0	-2.8	-0.2
Cc1cc(C)c2c(n1)SCC(=O)N2CC(=O)Nc1ccccc1Cl	-2	-2	-1	1	0.7	-1	1.9	-4.4	-0.4
C=CCNC(=O)c1sc(=S)n(-c2ccc(C(=O)OCC)cc2)c1N	-2	9	-22	-9	/	-1	0.2	-1.7	0.2
O=C1C(C=NCCCn2ccnc2)=C(O)c2ccccc21	9	28	-13	14	0.6	0	-2.0	-0.2	0.0
O=C(NCc1ccco1)C1CC(c2ccccc2O)=NO1 (stereo not drawn)	-5	0	13	7	/	-2	0.0	-3.7	0.2
O=C(O)CCn1c(SCc2cc(=O)n3ccccc3n2)nc2ccsc2c1=O	-9	8	-1	8	/	8	3.1	-0.7	-0.7
CS(=O)(=O)N(CC(=O)N1CCN(C(c2ccccc2)c2ccccc2)CC1)C1CCCCC1	3	3	-5	1	-0.5	0	2.6	-3.2	0.8
CC1=NN(c2ccccc2)C(=O)/C1=C\c1cn(-c2ccccc2)nc1C	2	5	-2	-18	/	1	-0.7	-2.0	-0.1
Cc1ccc(NC(=O)c2oc3ccccc3c2NC(=O)c2ccc3c(c2)OCO3)cc1	4	5	2	-9	-1.1	7	3.5	-0.7	4.8
CC1Cc2ccccc2N1C(=O)CCS(=O)(=O)c1cccc2nonc12 (stereo not drawn)	13	2	-10	0	/	2	-0.8	-2.3	3.1
Cc1cc([N+](=O)[O-])c(C)cc1-c1ccc(/C=N/n2cnnc2)o1	-16	20	-2	1	-1.4	-2	1.1	-2.8	-1.1
CCNC(=O)C1CCCN(C(=O)c2cc(F)cc(F)c2)CC1 (stereo not drawn)	-2	1	3	-3	-0.3	-2	/	0.5	-0.4
Cc1cc(Cl)ccc1NC(=S)NC1CCCC1	12	11	9	-8	-1.7	-1	-0.9	-1.7	0.8
CC1(C(=O)Nc2ccc(F)cc2F)CCN1C(=O)CCC1CCCC1 (stereo not drawn)	-4	9	2	33*	4.0	1	/	-0.9	0.0
CCCCNC(=O)C1(C)CCCCN1C(=O)c1csnn1 (stereo not drawn)	-4	7	-1	12	-1.2	-4	/	-3.3	0.3
CC(=O)N/C(=C/c1ccc2c(c1)OCO2)C(=O)NCc1ccccc1	-2	7	-3	-14	/	1	1.1	-1.3	0.5
O=C(CN1C(=O)CSC1=O)Nc1ccc2c(c1)OCCO2	-10	8	4	-5	-1.3	2	1.6	0.4	0.9
Brc1ccc(Cn2c(-c3cncs3)nc3ccccc32)cc1	-9	4	10	5	0.1	6	-2.4	-6.7	-0.9
Cc1ccccc1N1CCN(C2CCCN(C(=O)c3noc4c3CCCC4)C2)CC1 (stereo not drawn)	-6	4	-6	7	-0.1	0	4.0	-1.0	-0.3
Cc1nn(-c2ccccc2)c(C)c1/C=C/C(=O)OCC(=O)NC1CCS(=O)(=O)C1 (stereo not drawn)	-1	7	-2	-10	1.8	1	0.8	-0.6	1.0
COc1ccc(NC(=O)C(c2ccc(C)cc2)N(C)C(=O)Cc2cccs2)cc1 (stereo not drawn)	-11	-3	16	22	/	-1	0.9	-1.7	-0.9
O=C(O)c1cccc(NC(=O)c2cn(-c3ccccc3)nc2-c2ccc([N+](=O)[O-])cc2)c1	?	11	1	11	-0.4	1	-1.1	-3.3	-1.4
COc1ccc(C2NC(=S)NC(C)=C2C(=O)c2ccccc2)cc1OC (stereo not drawn)	-4	13	-1	3	/	-1	1.7	-1.6	2.6
Cc1cc(C(=O)NNc2ccccc2F)no1	/	-1	23	-2	0.9	2	2.2	0.3	/
CCC1(OC(=O)CN(C)C)C(=O)OCc2c1cc1n(c2=O)Cc2cc3c(N)cccc3nc2-1 (stereo not drawn)	-5	24	/	/	/	53*	/	-0.4	-0.3
O=C(COc1ccc(Cl)cc1)Nc1ccc(C(=O)NCc2cccnc2)cc1	3	11	/	/	0.3	-6	0.1	-5.1	-0.6
O=C(NCCCn1ccnc1)C(=O)NCC1OCCN1S(=O)(=O)c1ccc(F)cc1 (stereo not drawn)	-16	-7	5	-8	0.2	4	4.8	-2.4	-0.4
CC(=O)Nc1cccc(N/C=C(\C=O)c2nc3ccccc3o2)c1	14	23	3	-9	-0.8	24	-2.0	-1.5	1.7
CNCC(=O)c1ccc(O)c(O)c1	-1	24	0	-3	-5.7	2	/	-1.3	-0.9

Filtered by structure: the entries above with an NH in an aromatic ring (3)
SMILES	BoNT-F LC inh	GDH-TPI inh	PrPC TRFRET	CCHFV vOTU inh	BioA inh	Mtb FBA inh	Mtb UGM inh	FadD28 FP inh	BoNT A protease
CCCCc1nc2cc(C(=O)NCCc3c(C)n[nH]c3C)ccc2o1	-2	8	4	3	-0.9	-1	-0.2	-0.2	-1.3
Cc1ccc(-n2c(=O)[nH]cc(C(=O)Nc3ccc4c(c3)OCO4)c2=O)cc1C	1	-2	5	0	-0.6	-1	-0.4	-4.7	-0.1
O=C(COc1ccccc1)N(Cc1cc2ccccc2[nH]c1=O)CC1CCCO1 (stereo not drawn)	-11	2	6	27	/	0	0.0	-2.8	-0.2

Next compounds
SMILES	BoNT-F LC inh	GDH-TPI inh	PrPC TRFRET	CCHFV vOTU inh	BioA inh	Mtb FBA inh	Mtb UGM inh	FadD28 FP inh	BoNT A protease
O=P(O)(CP(=O)(c1ccccc1)c1ccccc1)c1ccccc1O	0	2	-4	-9	0.1	-2	0.5	-1.9	0.0
C=CCN1C(=O)C(O)(CC(=O)c2c(C)n[nH]c2C)c2cc(Br)ccc21 (stereo not drawn)	15	-3	-3	13	-0.6	3	-0.2	-0.8	0.1
Cc1cc(NCCNC2=CC(=O)CCC2)nc2ccccc12	-3	2	-5	3	1.0	1	-0.9	-2.7	-0.3
COC(=O)c1cc(S(=O)(=O)n2nc(C)c(Br)c2C)c(Cl)cc1Cl	-2	8	2	5	-3.0	0	-0.6	1.0	-0.4
CCn1c(SCC(=O)N2CCN(c3ccc(F)cc3)CC2)nc2ccccc2c1=O	-5	8	-1	4	3.5	-3	0.8	-0.4	-0.8
O=C(Cn1c(=O)n(CCc2c[nH]c3ccccc23)c(=O)c2cccnc21)Nc1ccccc1F	-8	13	9	-2	-0.8	1	0.4	-0.5	0.0
CCC(C)NC(=O)c1cc(Cl)c(NC(=O)C2=C(C)OCCS2)cc1OC (stereo not drawn)	-12	7	2	-7	/	-2	0.5	-0.9	-1.5
Cc1cc(C(C)(C)C)oc1C(=O)N(CC(=O)NC1CCCC1)Cc1ccc(F)cc1	-8	6	-2	4	-1.3	2	-1.1	-1.6	-1.6
CCOC(=O)C1CCN(C(=O)c2cc(COc3ccc(F)cc3F)on2)CC1	?	-3	-9	-1	0.9	2	-1.1	0.5	1.8
CCOC(=O)c1c(-c2ccc(-c3ccccc3)cc2)csc1NC(=O)CNCCN(C)C	-63	1	-10	4	1.3	1	3.0	-38	-4.7
CN(C)CCNC(=O)c1c(CSc2ccccc2)noc1C(=O)NCc1ccccc1	-3	-2	-1	8	-0.4	-5	-1.4	-4.2	-0.5
CCC1CCCCN1C(=O)c1ccc(OC2CCN(C(=O)C3CC3)CC2)cc1 (stereo not drawn)	-1	5	-2	-2	1.6	-3	-2.8	-2.7	0.2
CC1CCCN(C(=O)Cn2nnc(-c3ccc(N(C)C)cc3)n2)C1 (stereo not drawn)	-1	4	/	/	-1.7	2	-0.6	0.6	0.2
Cc1cc(/C=C2\SC(N)=NC2=O)c(C)n1-c1ccccc1	-8	8	-13	-2	1.5	2	1.4	-3.6	-0.2
CCN(CC)c1ccc(C=NNc2ccc([N+](=O)[O-])cn2)cc1	16	-1	-3	-2	-2.1	-5	/	-2.3	1.6
CCC(=NCc1cc(OC)cc(OC)c1)c1c(O)[nH]c(=O)[nH]c1=O	?	7	5	-4	/	0	2.5	-4.1	0.7
Cc1ccccc1CN(C)CCc1ccccn1	0	2	3	-11	/	5	-1.1	0.0	-0.2
CN(C)c1cccc(Oc2nc3c(c(=O)n(C)c(=O)n3C)n2C)c1	?	15	-6	2	-1.1	1	0.6	-0.8	?
CC(Sc1nnc(-c2ccc(O)cc2)o1)C(=O)Nc1cccc2ccccc12 (stereo not drawn)	-18	-1	5	4	1.3	-1	0.1	-2.6	-0.5
CC(C)(C)c1nnc(NC(=O)CCS(=O)(=O)c2ccccc2)s1	0	-4	1	7	0.0	1	-0.9	-2.5	-0.9
CSc1nnc(-c2cc(C)on2)n1-c1ccccc1	3	-6	5	5	0.1	1	3.0	-3.4	0.0
CCOc1cccc2cc(-c3cn4cc(C)ccc4n3)c(=O)oc12	0	3	1	-7	-3.5	0	1.0	-0.4	1.1
CCOC(=O)C1CCCN(C(=O)c2cc(-c3ccc(C)cc3)nc3ccccc23)C1 (stereo not drawn)	-4	4	0	10	/	10	-1.1	-3.5	0.0
CCOc1cc2[nH]c(=S)n(Cc3ccc(C(=O)NCCCN(CC)CC)cc3)c(=O)c2cc1OCC	-1	9	1	-4	1.6	2	0.1	/	0.8
O=C(COc1cccc(C(F)(F)F)c1)NCC(c1ccco1)N1CCCCC1 (stereo not drawn)	?	1	-3	8	/	-2	-1.6	-3.8	-1.0
Cc1ccc(NC(=O)CN2CCOCC2)cc1S(=O)(=O)N1CCCCC1	-6	-12	1	-5	-0.1	0	0.9	-3.2	-0.2
O=C(CCN1C(=O)c2ccccc2C1=O)Nc1cc(F)ccc1F	6	13	-2	3	-0.4	4	-1.6	0.1	0.5
COc1ccc(/C=C2/S/C(=N/N=C3\CC4CCC3(C)C4(C)C)NC2=O)cc1 (stereo not drawn)	-1	6	2	0	-1.6	0	2.6	0.5	0.4
CC(C)(C)NC(=O)C(c1ccco1)N(C(=O)c1csnn1)c1ccccc1 (stereo not drawn)	3	-3	0	-5	-2.7	-1	0.4	0.3	-0.5
Cc1ccc(NC(=O)CC2NCCNC2=O)cc1 (stereo not drawn)	4	-2	3	-1	1.8	-1	1.5	-2.9	0.1
COC(=O)c1nn(-c2ccc(OC)cc2)c(=O)cc1O	-6	-4	-2	4	-0.9	2	1.7	-0.1	-0.6
